NR2E3 ag-1 = NR2E3 agonists in two-hybrid cells, primary screen, cell-based, luminescence, CHO-S, Gal4-NCOR/VP16-NR2E3; Photoreceptor-specific nuclear receptor (Homo sapiens), Q9Y5X4; luciferase; inhibition of corepressor binding, % at 3.98 µM; 360,000 compounds, 0.35% hits; AID 602229, 2012;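 active = inhibition above the mean of all tested compounds plus 3 SD, cut at about 70% in these data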;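 also: 0% = DMSO with NR2E3 transfected cells and 100% = cells lacking NR2E3 construct; higher means lower luciferase signal from less NR2E3 corepressor binding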
CaV13 ICDI inh = Primary screen for inhibitors of IQ motif and Ca2+-dependent inactivation inhibitor domain binding in CACNA1D, Förster resonance energy transfer in living cells, …; inhibition, % at 12.3 µM; 340,000 compounds, 0.098% hits; HEK cells, CFP/YFP FRET ICDI-IQ, plate reader, 10 min; percent FRET-ratio fall versus neutral wells; AID 743397;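 active = mean replicate inhibition of at least 30% and at least 1% of replicates passing that level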;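 also: 0% = median of the neutral control wells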
Peg3 promoter = Peg3 promoter-driven luciferase inhibitors, primary screen, cell-based, HeLa, luciferase luminescence; AID 588405, 2011; inhibition, % at 20 µM; 360,000 compounds, 1.7% hits; HeLa PEG-Prom luciferase reporter, overnight;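 active = inhibition of at least 50% at 20 µM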
NR2E3 ag-2 = inhibitors of NR2E3-RetCOR corepressor binding, primary screen, NR2E3 agonist project, biochemical, TR-FRET, GST-NR2E3, biotin-RetCOR | Photoreceptor-specific nuclear receptor (Homo sapiens), Q9Y5X4 | AID 2300, 2010 | inhibition of corepressor binding, % at 4.78 µM | 320,000 compounds, 0.12% hits | 1536-well;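 active = percent inhibition above the cutoff of mean plus 3 SD of all tested compounds, set per screening campaign, cut at about 20% in these data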;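 also: 0% = DMSO wells and 100% = biotin wells as full block of FRET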
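Test system: GST-NR2E3 and biotin-RetCOR proteins | Quantity: 1.35 nM GST-tagged NR2E3 final | Medium: Tris pH 7.5 | Also added: 7 nM biotin-RetCOR | Dosing: Compound at 4.8 µM, single dose | Timing: 5 h at 4 °C | Detection: Time-resolved FRET | Read-out basis: Percent inhibition | Benchmarks: Biotin wells as high control, 0.6% DMSO wells as low control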
iPSC survival up = enhancers of single-cell hiPSC survival, primary screen, ATPlite luminescence. 100% = ROCK inhibitor wells, 0% = DMSO. survival enhancement, % at 20 µM. 360,000 compounds, 0.044% hits. AID 602274, 2012; in the data active = survival enhancement above about 18%;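 also: cells exposed to compounds for 16 hours before the ATP read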
HTR2A ag = mouse Htr2a agonists via beta-arrestin recruitment, primary screen, cell-based, luminescence | AID 624169, 2012 | 5-hydroxytryptamine receptor 2A (Mus musculus), P35363 | 360,000 compounds, 0.66% hits | CHO-K1 mHTR2A beta-arrestin complementation; percent of 30 µM serotonin response | activation, % at 7.6 µM;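 active = activation above a run cutoff, the mean activation of all tested compounds plus 3 SD, cut at about 14% in these data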;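 also: 0% = plate median of compound wells and 100% = 30 µM serotonin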
Target sequence (P35363 whole entry, looked up): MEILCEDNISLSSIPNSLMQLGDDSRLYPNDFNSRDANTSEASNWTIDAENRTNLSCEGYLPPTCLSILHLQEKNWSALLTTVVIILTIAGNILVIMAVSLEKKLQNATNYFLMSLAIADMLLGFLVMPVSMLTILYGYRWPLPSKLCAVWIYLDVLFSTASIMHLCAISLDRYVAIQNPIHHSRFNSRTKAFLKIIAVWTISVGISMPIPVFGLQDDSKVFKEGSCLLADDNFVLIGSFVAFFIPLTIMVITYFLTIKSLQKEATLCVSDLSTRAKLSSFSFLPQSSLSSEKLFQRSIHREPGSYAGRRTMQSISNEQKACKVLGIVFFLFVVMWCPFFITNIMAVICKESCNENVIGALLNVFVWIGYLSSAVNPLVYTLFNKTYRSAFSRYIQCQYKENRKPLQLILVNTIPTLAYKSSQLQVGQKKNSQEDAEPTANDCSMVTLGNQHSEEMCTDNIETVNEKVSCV
TRPM1 prom inh = inhibitors of MITF-dependent TRPM1 promoter reporter, primary screen, cell-based, SK-MEL-5, single point, luciferase; SK-MEL-5 TRPM1 promoter luciferase, 24 h; inhibition, % at 12.5 µM; 330,000 compounds, 0.83% hits; AID 488899, 2010;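 active = mean inhibition across replicates of 60% or more, whatever share of single replicates reaches that level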; also: values of inactives mirror those of a sister screen read the other way
HIF-2a inh = HIF-2a reporter inhibitors, primary screen, luminescence, 786-0 RCC cells | 360,000 compounds, 0.72% hits | inhibition, % at 18.8 µM | 786-0 RCC cells HIF-2a reporter, luciferase luminescence, overnight;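 active = inhibition of the luminescence signal of 40% or more relative to plate controls, in a single-dose primary screen at 18.75 µM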
Cardio protect = cardioprotection against H2O2-induced cell death, primary screen, uHTS, H9c2 cells, ATPLite luminescence; H9c2 cardiomyocytes, H2O2 injury protection, 2 h; protection from H2O2 cell death, % at 20 µM; 360,000 compounds, 0.63% hits;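 active = compounds giving at least 50% protection of heart cells from peroxide-induced death in the single-dose screen, raw or plate-pattern-corrected value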;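 also: 0% = DMSO wells with peroxide and 100% = DMSO wells without peroxide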
PDI turbidity = inhibitors of human PDI, primary screen, biochemical, turbidity, single point, plate reader | Protein disulfide-isomerase (Homo sapiens), P07237 | PDI insulin aggregation turbidity, A650, 90 min | inhibition, % at 10 µM | 350,000 compounds, 0.052% hits | AID 588391, 2011;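 active = mean inhibition across replicates of 30% or more, whatever share of single replicates reach that level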;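 also: absorbance from insulin aggregation driven by PDI reduction with DTT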
Target sequence (P07237 whole entry, looked up): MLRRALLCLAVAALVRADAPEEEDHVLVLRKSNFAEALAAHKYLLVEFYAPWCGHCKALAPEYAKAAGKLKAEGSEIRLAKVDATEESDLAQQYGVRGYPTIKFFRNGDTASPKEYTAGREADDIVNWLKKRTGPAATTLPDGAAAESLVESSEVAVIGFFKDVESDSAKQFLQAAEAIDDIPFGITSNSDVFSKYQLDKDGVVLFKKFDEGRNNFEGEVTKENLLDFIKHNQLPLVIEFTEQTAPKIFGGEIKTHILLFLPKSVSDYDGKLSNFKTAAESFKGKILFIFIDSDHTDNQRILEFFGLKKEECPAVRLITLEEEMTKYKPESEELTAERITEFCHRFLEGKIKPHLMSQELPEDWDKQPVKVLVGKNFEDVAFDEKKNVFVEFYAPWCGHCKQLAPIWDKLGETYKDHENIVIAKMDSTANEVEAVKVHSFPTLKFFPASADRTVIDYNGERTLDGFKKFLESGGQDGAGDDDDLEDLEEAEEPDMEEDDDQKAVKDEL
Shn3 3UTR inh = reduction of Shn3 3'UTR firefly luciferase signal, primary screen, Schnurri-3 inhibitor project, cell-based, Clone20 osteoblasts, set 2. Clone20 osteoblast Shn3 3'UTR firefly luciferase, 24 h. inhibition, % at 12.5 µM. 360,000 compounds, 0.52% hits. AID 588674, 2011;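 active = mean inhibition of at least 75% with every replicate also reaching 75%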;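 also: 0% = median of neutral control wells and 100% = pilot-screen positive control compound; some compounds past the cut are filed as inactive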
* = called active by the depositor; nt = not tested or not shown.

Value order: NR2E3 ag-1	CaV13 ICDI inh	Peg3 promoter	NR2E3 ag-2	iPSC survival up	HTR2A ag	TRPM1 prom inh	HIF-2a inh	Cardio protect	PDI turbidity	Shn3 3UTR inh
COC(=O)c1sc(-c2ccccc2)cc1NC(=O)c1ccc(F)cc1
 : -12.4	-5.2	-3.6	1.4	-1.8	-1.4	1.3	17.4	-1.0	4.0	-9.8
CCc1nc2c(OCC(=O)C(C)(C)C)cccn2c1N(C)C(=O)c1cccs1
 : -10.8	-9.2	5.5	nt	2.2	8.2	nt	3.9	0.0	7.4	-10.2
CCOC(=O)c1c(C)c(C(=O)NC2CCCCC2)c(C)n1CC
 : -42.5	-5.0	9.3	nt	-0.8	1.6	0.7	-7.0	0.2	0.2	-2.8
CCOc1ccc(NC(=O)NCCCCc2ccccc2)cc1
 : -21.6	-2.0	20.2	-1.4	-0.1	-2.0	6.8	9.6	-0.1	5.0	-0.5
CC1=C(C(=O)OCc2ccccc2)C(c2ccc([N+](=O)[O-])cc2)NC(=O)N1CCCCCC(=O)O (configuration not stated)
 : -2.0	-9.4	-15.6	5.9	4.3	0.9	0.6	3.7	0.2	2.2	2.6
CCCCCn1c(SCc2ccncc2)nc2cc(C(=O)NCc3ccco3)ccc2c1=O
 : -8.6	-7.8	21.9	1.7	-0.3	-5.3	12.6	0.5	-4.5	4.6	33.8
O=C(/C=C/c1ccc([N+](=O)[O-])cc1)c1cccnc1
 : -5.1	-0.4	2.7	0.4	-2.8	2.8	-1.1	28.6	12.2	4.7	17.7
CN(C/C(O)=C(\C#N)c1ccccc1)C1CCCCC1
 : -22.0	-1.8	-3.7	1.2	-0.5	-4.1	-2.8	-0.2	3.4	-4.7	-5.7
COc1ccc2cc3cc(C(=O)NCc4ccco4)oc3nc2c1
 : -1.3	-4.9	-41.6	1.4	-1.0	6.8	-16.2	-64.0	2.8	2.4	-1.1
O=C1NC(=O)C2(COC(c3ccccc3Cl)OC2)S1 (configuration not stated)
 : 1.1	1.2	4.7	1.2	-2.2	0.8	7.6	25.1	0.9	3.1	21.8
CN1CCN(C(=O)C2=C[C@@H](C3CCCCC3)C[C@@H](OCCCCO)O2)CC1
 : -26.0	-8.9	-1.2	3.3	2.6	-6.7	-3.0	0.4	1.3	2.0	-11.8
O=C(NCc1n[nH]c(=S)n1-c1ccccc1)c1ccco1
 : -10.4	-4.7	24.1	2.9	-0.9	-3.2	3.7	13.4	4.0	-4.2	-0.3
Cc1cc(=O)oc(C)c1C(=O)Nc1cnc2ccccc2c1
 : -33.1	-6.5	-2.8	0.4	-2.0	-4.3	-5.6	8.3	7.9	-1.8	-9.1
Cc1ncsc1C(=O)N1N=C2/C(=C/c3ccccc3)CCCC2C1c1ccccc1 (configuration not stated)
 : -5.5	-3.3	9.6	0.7	6.8	-1.5	17.7	6.9	-3.4	1.4	23.7
CC(=O)Nc1ccc(S(=O)(=O)N2CCC(NC(=O)C(Cc3ccccc3F)NC(C)=O)CC2)cc1 (configuration not stated)
 : 5.9	-4.9	4.1	nt	0.0	5.7	-1.0	9.8	-3.1	18.6	-26.7
COc1cc2nc(CN(C)Cc3ccc(OC)c(OC)c3OC)[nH]c(=O)c2cc1OC
 : -29.3	3.8	-45.4	1.0	1.9	-1.4	-20.5	-38.1	7.6	1.3	-4.2
O=C(Nc1ccc(F)cc1)C1CCCN1S(=O)(=O)c1ccc(Br)cc1 (configuration not stated)
 : 5.4	nt	2.2	-1.9	1.0	-0.2	1.3	20.3	-0.9	5.1	9.5
C[C@H](CO)N1C[C@H](C)[C@@H](CN(C)Cc2ccccn2)Oc2ncc(Br)cc2C1=O
 : -27.2	-4.8	-2.9	nt	-1.1	-2.3	nt	4.3	0.2	-2.5	-4.5
CCC1CCCCN1S(=O)(=O)Cc1ccccc1Cl (configuration not stated)
 : -24.0	-6.0	11.4	-0.5	-1.7	-4.6	-15.8	12.1	-1.2	1.5	-4.6
Nc1ccc(Br)cc1-c1nc2ccccc2[nH]c1=O
 : 62.0	-13.6	-64.0	0.8	1.4	8.2	-19.0	-86.8	-22.6	4.3	72.1
CCN(CC)CCNc1ccc(C)c2sc3ccc(O)cc3c(=O)c12
 : -17.0	-5.7	98.1*	nt	-4.2	1.6	84.5*	9.9	-15.3	7.6	30.2
Cc1ccc(C)c(N(CC(=O)N2CCCC2)S(C)(=O)=O)c1
 : -21.2	5.6	12.8	0.9	1.3	-1.2	-0.8	22.5	2.5	1.9	-8.5
CCN(CC(=O)NCc1ccc(F)cc1)S(=O)(=O)c1ccc(Cl)s1
 : -16.9	-3.0	15.4	nt	-0.5	6.0	-1.1	18.5	-7.8	-14.0	-0.3
CC(C)c1nc(SCC(=O)Nc2cccc(C(=O)O)c2)c2c3c(sc2n1)CCCC3
 : -28.5	-3.9	-36.1	-4.2	1.0	3.5	3.2	-32.7	-1.9	-6.1	-11.8
C=CCOc1cccc(CNn2nnnc2N)c1
 : 7.7	-5.7	-5.7	-1.0	1.2	-3.2	-7.3	8.2	-5.5	2.7	-13.1
CNC(=S)N(CCc1ccc(OC)c(OC)c1)C1CC(=O)N(c2ccccc2)C1=O (configuration not stated)
 : 6.2	nt	14.9	-0.6	-0.4	1.1	-27.5	-15.9	2.7	5.0	-2.5
COc1cccc(-c2c(C(=O)N/N=C(\C)c3cccnc3)nnn2-c2nonc2N)c1
 : 21.0	-5.9	-14.1	0.8	-0.5	-8.5	-10.6	17.2	2.5	3.2	-12.1
COc1ccc(C)cc1NC(=O)C(C)N(c1ccc(C)cc1)S(C)(=O)=O (configuration not stated)
 : -24.2	-3.0	22.0	2.4	-0.2	-0.6	15.3	3.5	3.1	-4.1	16.1
O=C(NNc1ccc(C2CCCCC2)cc1)C(O)(c1ccccc1)c1cccs1 (configuration not stated)
 : -32.5	-7.4	44.5	2.5	-0.5	-10.0	4.2	-1.7	-10.8	16.1	27.4
COC(=O)c1ccc(S(=O)(=O)N2CCc3ccccc32)cc1
 : -8.1	-3.4	35.2	2.0	0.7	-3.1	17.7	14.4	-9.5	-12.1	9.8
CC(=O)Nc1cc(-c2ccccc2)ccc1O
 : -9.1	-5.5	30.9	3.9	4.3	-3.3	14.5	-15.4	-3.9	-8.0	-2.7
O=C(CN1CCN(S(=O)(=O)/C=C/c2ccccc2)CC1)NC(=O)NCc1ccco1
 : 5.9	nt	20.2	-1.2	-0.6	0.6	4.6	-0.1	-0.8	-5.0	-1.7
COc1cc2c(cc1C1C(C#N)=C(N)OC3=C1C(=O)CC(C)(C)C3)OCO2 (configuration not stated)
 : -0.5	-13.4	33.0	-2.2	-0.1	-1.1	9.2	15.1	-4.9	5.0	-2.2
O=C(CN1C(=O)NC2(CCCC2)C1=O)Nc1nc2ccc(F)cc2s1
 : -20.1	-6.7	-87.3	2.0	-0.6	-4.1	-14.0	-89.1	-1.0	0.5	-30.4
COc1ccc(OC)c(CCNC(=O)c2sc3nc4n(c(=O)c3c2C)CCC4)c1
 : -25.4	-6.2	-14.9	0.1	-0.1	-0.4	-13.3	-21.9	-0.4	-2.2	4.1
O=C(c1ccc(S(=O)(=O)N2CCCCCC2)cc1)N1CCN(c2ccccc2)CC1
 : -13.7	-7.2	-0.7	3.5	0.3	3.5	0.9	-12.7	-1.2	-3.1	8.5
C=CCn1c(SCC(=O)c2ccccc2)nnc1-c1ccc2c(c1)OCO2
 : -3.6	nt	-21.0	0.5	2.6	4.5	8.7	-3.2	1.6	-1.0	4.0
CC(=O)c1sc(N/N=C/c2ccc(C(C)C)cc2)nc1C
 : -98.0	-6.2	-269.3	2.9	0.5	-9.4	-98.3	-359.1	-17.7	-3.5	-88.2
O=C1CCCc2c1cc(C(=O)NC1CCSC1=O)c(=O)n2-c1ccccc1 (configuration not stated)
 : -5.7	-5.1	3.6	0.6	8.8	3.2	3.7	10.3	2.4	-1.7	-4.9
C#CCNC(=O)C[C@@H]1C[C@@]2(C(=O)OCC)CCC=C2N(Cc2ccc(Cl)cc2Cl)C1=O
 : 6.7	-1.5	nt	nt	1.4	-3.5	nt	11.1	nt	nt	nt
CC(=O)Nc1ccc(S(=O)(=O)Nc2nc3cc4c(cc3nc2Cl)OCCO4)cc1
 : -22.7	-6.8	-9.1	19.0	-0.2	1.3	5.6	3.5	18.5	2.6	-74.9
O=C(COc1cccc(C(F)(F)F)c1)Nc1cccc(S(=O)(=O)NC2=NCCCCC2)c1
 : -11.7	-2.4	24.3	nt	-0.4	-7.4	11.9	30.2	-20.5	2.1	26.1
CCn1c(COc2ccccc2C)nnc1SCC(=O)Nc1cc(C)on1
 : 15.9	-9.5	9.5	-2.2	-0.4	2.5	-5.0	9.6	2.9	-4.9	2.0
O=C(Cn1ccc(C(F)(F)F)n1)N=Nc1c(O)[nH]c2ccc(Br)cc12
 : -10.9	-1.8	6.7	-0.5	-0.3	-0.2	14.4	14.7	-14.2	1.1	nt
COc1ccc(N(CC(=O)N2CCc3ccccc32)S(=O)(=O)c2c(C)noc2C)cc1
 : -9.3	1.5	30.2	-0.4	0.2	3.7	11.3	5.2	-5.3	3.5	-7.8
COc1cccc(/C=N/NC(=O)NC2CCCCC2)c1O
 : -12.6	-8.4	-135.2	1.8	0.4	-5.8	-79.8	-81.8	-4.6	6.9	nt
Cn1nc(C(=O)N2CCCC2)c2ccccc2c1=O
 : -20.6	-3.8	17.3	-4.1	6.7	9.5	-2.7	9.0	0.6	0.9	2.3
CC(C)c1ccc(/C=C/C(=O)NCc2ccc(S(N)(=O)=O)cc2)cc1
 : -0.4	-0.9	-28.2	3.9	-0.1	-3.5	9.8	-53.4	-13.2	-13.0	-42.5
O=C(CSc1nnc(NC(=O)c2ccco2)s1)Nc1ccccc1F
 : 11.5	-19.5	-22.3	-3.9	-2.5	4.7	-8.2	-42.0	2.0	1.4	0.9
CC(C)C[C@@H](CC#N)N1CCN(Cc2ccccc2)CCC1=O
 : -27.0	16.3	-13.8	0.3	3.7	0.4	-6.0	1.9	6.5	-4.2	-40.4

Bioassay records deposited in PubChem BioAssay by several laboratories.
